Compound activity deposited in PubChem by Southern Research Specialized Biocontainment Screening Center.
influenza NS1A: H1N1 influenza NS1A inhibitors, functional cell based assay (AID 504329) | NS1A functional cell-based assay, percent inhibition; higher % means a stronger effect | inhibition, % at 12.5 µM; hits with a dose series show IC50 in µM | actives 0.3% (n = 340,000); in the data active means a potency from the dose series; inconclusive means inhibition above about 27% without an active follow-up result; further: strong numbers were not always called active
M. tuberculosis: growth inhibition of non-replicating M. tuberculosis (AID 488890) | actives 0.39% (n = 320,000) | Mycobacterium tuberculosis non-replicating, growth inhibition; higher % means a stronger effect | one-dose inhibition, % at 25 µM; IC50 in µM for titrated hits; in the data active means a potency from the dose series; inconclusive means inhibition mostly from about 82% at the one dose, without a potency; inactive means the rest, 99 in 100 with inhibition below about 76%;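 further: plate controls were DMSO cells for no effect and high antibiotic wells for full effect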
VEEV TC-83 Vero: inhibitors of VEEV TC-83 cytopathic effect, confirmation, Vero cells (AID 588727); Vero cells, VEEV TC-83 cytopathic effect inhibition; higher % means a stronger effect; inhibition, % at 20 µM, or IC50 in µM where a hit was titrated; actives 0.13% (n = 350,000); in the data active means a potency from the dose series; inconclusive means inhibition mostly from about 14% at the one dose, without a potency; inactive means the rest, 99 in 100 with inhibition below about 12%; further: strong numbers were not always called active
M. tuberculosis HTS: M. tuberculosis growth inhibition, HTS (AID 449762). M. tuberculosis H37Rv growth inhibition, 7H9 media; higher % means a stronger effect. inhibition, % at 25 µM, or IC50 in µM where a hit was titrated. actives 0.59% (n = 330,000); in the data active means a potency from the dose series; inconclusive means inhibition above about 70% without an active follow-up result;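 further: bacterial growth assessed after seven days of incubation; strong numbers were not always called active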
PhoP GFP inhibition: PhoP regulon inhibitors, Salmonella typhi PhoP promoter GFP reporter, confirmatory (AID 1850) | Salmonella Typhi PhoP-promoter GFP reporter, fluorescence, 4 h; higher % means a stronger effect | inhibition, % at 50 µM; hits with a dose series show IC50 in µM | actives 0.33% (n = 310,000); in the data active means a potency from the dose series; inconclusive means inhibition mostly from about 25% at the one dose, without a potency; inactive means the rest, 99 in 100 with inhibition below about 19%;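 further: 0% = induced wells with vehicle and 100% = uninduced wells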
VEEV TC-83 Vero 10K pilot screen: also measured in VEEV TC-83 Vero; calls as there; inhibition, %; measured here: 10K pilot screen inhibition
* = called active by the depositor; i = inactive; u = inconclusive; x = not tested or not shown.

SMILES	influenza NS1A	M. tuberculosis	VEEV TC-83 Vero	M. tuberculosis HTS	PhoP GFP inhibition	others
CC(C)(C)NS(=O)(=O)c1ccc(NC(=O)CS(=O)(=O)Cc2ccccc2)cc1	17%	2%	3.1%	-11%	-4%
Cc1cc(Oc2ccc(-c3ccccc3)cc2)nc(N2CCOCC2)n1	-1%	17%	2.3%	-1%	0%
Cc1ccc(C#N)c(SCCN2CCCCC2)n1	0%	1%	1.0%	3%	9%
Cc1nc2nc(SCC(=O)NCCN3CCOCC3)nn2c(C)c1Cc1ccccc1	2%	-4%	6.6%	-5%	-14%
Cc1cc(C)nc(SCC(=O)Nc2ccc(Br)cn2)n1	10%	-2%	0.4%	-4%	3%
NC(=O)CSc1nnc(NC(=O)c2ccc3ccccc3c2)s1	-4%	u	3.0%	u	0%
COC(=O)c1ccc(NC(=S)NCCc2ccc(OC)cc2)cc1	7%	u	1.6%	2%	-4%
CCOC(=O)c1sc(NC(=O)CSc2nccn2C)nc1C	-14%	20%	7.2%	11%	-7%
CCC1CCCCN1CCCNC(=O)c1csc2c1CCCCC2 (stereo not given)	-6%	14%	0.7%	u	-6%
O=S(=O)(CCc1nc2ccccc2s1)c1ccc(Cl)cc1	-3%	3%	i	9%	-5%
COc1ccc(C)cc1N(C(=O)COc1ccccc1)c1nc2ccccc2s1	1%	0%	0.7%	-3%	-2%
COc1cc(CC(=O)Nc2cccc(C(F)(F)F)c2)cc(OC)c1OC	0%	-2%	0.0%	-6%	-1%
CN(Cc1ccccc1)C(=O)c1ccccc1C(=O)OCC(=O)N(Cc1ccccc1)C(C)(C)C	-6%	31%	6.1%	0%	x
O=C(NNS(=O)(=O)c1ccccc1)c1ccc(F)cc1	-4%	3%	i	11%	-2%
CC1Sc2ccc(S(=O)(=O)NCCc3ccc(S(N)(=O)=O)cc3)cc2NC1=O (stereo not given)	5%	6%	1.6%	4%	1%
CN(CC(=O)Nc1ccc(Cl)c(Cl)c1)C(=O)C1CCCC1	-4%	9%	3.0%	-15%	x
CC(=O)Nc1ccc(S(=O)(=O)N(CCc2ccccc2)CC(=O)N/N=C/c2ccc(C(=O)O)cc2)cc1	-10%	8%	i	0%	1%
CCC(=O)N1CCN(c2ccc(NC(=S)NC(=O)c3cc4ccccc4o3)cc2)CC1	-5%	u	6.6%	u	-5%
Cc1cccc2cc(CN(CC3CCCO3)C(=O)c3cccnc3)c3nnnn3c12 (stereo not given)	-1%	0%	3.2%	-11%	-5%
Cc1cc(=O)[nH]c2nnc(SCC(=O)N3CC(C)OC(C)C3)n12 (stereo not given)	-8%	-12%	0.8%	-8%	2%
COc1ccc(C(=O)NC(=S)Nc2ccccc2[N+](=O)[O-])cc1OC	-7%	-1%	0.9%	1%	4%
CCCc1nnc(NC(=O)c2c(O)c3c([nH]c2=O)CCCC3)s1	-10%	2%	3.1%	-8%	-6%
CCOCCCn1c(=S)[nH]c2cc(C(=O)NCCOC)ccc2c1=O	-9%	6%	0.9%	-5%	5%
CCN=C1S/C(=C\c2sccc2C)C(=O)N1CC	-7%	48%	0.5%	6%	-6%
O=C(C1=C(O)C(=O)N(CCOCCO)C1c1cccc([N+](=O)[O-])c1)c1cccs1 (stereo not given)	-1%	0%	i	-4%	-20%
Cc1ccc(N(CC(=O)N2CCOCC2)S(=O)(=O)c2ccccc2)cc1	5%	0%	0.8%	-1%	1%
O=C(O)c1ccc(Cl)c(S(=O)(=O)N2CCC(Cc3ccccc3)CC2)c1	-14%	0%	2.3%	0%	-5%
Clc1ccccc1NC1=NCCCS1	4%	-22%	i	0%	-20%
Cc1cc(C)n(CC(=O)Nc2cccc(C(F)(F)F)c2)n1	-13%	-4%	1.3%	-5%	7%
CCCc1ccc(C(=O)O/N=C(\N)c2ccccn2)cc1	-6%	62%	4.1%	1%	2%
Cc1ccc(C2CC(c3cccs3)n3nc(N)nc3N2)cc1 (stereo not given)	-1%	0%	0.5%	-16%	-14%
COc1ccc(C(=O)c2ccc(OC)cc2OC)cc1	2%	14%	4.5%	9%	-5%
COc1cc(C2(c3ccc(O)c(OC)c3)C(=O)Nc3c(Br)cc(Br)cc32)ccc1O	2%	22%	0.9%	0%	5%
CC(=O)Nc1ccc(-c2ccc(NC(C)=O)c(O)c2)cc1O	7%	-14%	1.3%	7%	7%
CN1CCSc2ccc(C(=O)NCc3ccccc3)cc21	7%	11%	7.0%	-8%	-3%	VEEV TC-83 Vero 10K pilot screen=3.0
Cc1cc(C)n2nc(C(=O)Nc3ccc4c(c3)OCO4)cc2n1	9%	10%	0.9%	0%	1%
COc1ccc(C(=O)C2CCCN(C(=O)Cc3c(C)noc3C)C2)cc1OC (stereo not given)	-18%	-17%	i	-3%	7%
O=C(Nc1ccccc1)c1cccc(C(=O)Nc2ccccc2)n1	-4%	-9%	0.5%	5%	-7%
C[N+]1(CC2COC3(CCCCC3)O2)CCCC1 (stereo not given)	5%	6%	0.3%	-3%	-2%
O=C(CC1C(=O)NCCN1Cc1cccc(Oc2ccccc2)c1)NCCn1cccn1 (stereo not given)	3%	6%	0.6%	9%	-5%

The last four records of the section above come first, to join the parts:
SMILES	influenza NS1A	M. tuberculosis	VEEV TC-83 Vero	M. tuberculosis HTS	PhoP GFP inhibition	others
COc1ccc(C(=O)C2CCCN(C(=O)Cc3c(C)noc3C)C2)cc1OC (stereo not given)	-18%	-17%	i	-3%	7%
O=C(Nc1ccccc1)c1cccc(C(=O)Nc2ccccc2)n1	-4%	-9%	0.5%	5%	-7%
C[N+]1(CC2COC3(CCCCC3)O2)CCCC1 (stereo not given)	5%	6%	0.3%	-3%	-2%
O=C(CC1C(=O)NCCN1Cc1cccc(Oc2ccccc2)c1)NCCn1cccn1 (stereo not given)	3%	6%	0.6%	9%	-5%
O=C1NC(=S)NC(=O)C1=Cc1c(Cl)cccc1Cl	-8%	x	u	x	x
Cc1nn(Cc2ccc(Cl)c(Cl)c2)c(C)c1NC(=O)c1cc(C2CC2)on1	2%	x	8.1%	u	2%
COc1ccc(OCCn2c(=O)sc3ccccc32)cc1	-3%	31%	4.1%	1%	1%
Cc1cccc(N2CCN(CCCNC(=O)c3ccc(NC(=O)C4=CSCCO4)cc3)CC2C)c1 (stereo not given)	7%	68%	3.5%	20µM*	-14%
COc1ccccc1OCc1ccc(C(=O)Nc2cc(OC)c(OC)c(OC)c2)o1	0%	10%	2.1%	1%	0%
COC(=O)C(Cc1ccccc1)NS(=O)(=O)c1ccc(F)cc1Br (stereo not given)	0%	7%	0.8%	-4%	-7%
CC(CCn1cccn1)NC(=O)c1cc(COc2ccc(F)cc2Cl)on1 (stereo not given)	7%	4%	i	4%	11%
O=C(C1CCN(C2CCN(CC3CC=CCC3)CC2)CC1)N1CCOCC1 (stereo not given)	11%	-5%	1.9%	-13%	5%
O=C(C1=C[C@H](c2ccc3c(c2)OCO3)C[C@H](OCCCCO)O1)N1CCN(Cc2ccccc2)CC1	-1%	10%	i	-3%	7%
COc1cc(OC)cc(C(=O)NC(C(=O)NNC(=O)CN(C)S(=O)(=O)c2ccc(C)cc2)C(C)C)c1 (stereo not given)	-14%	x	0.3%	x	x
C/C(=N\Nc1nc(Nc2ccccc2)nc(N2CCOCC2)n1)c1cccs1	-5%	39%	7.5%	40%	-6%
CN(C)/C=C/C(=O)c1ccc(-c2ccc(Cl)cc2Cl)o1	0%	48%	3.3%	8%	11%
CC(=O)/C(=N/Nc1ccccc1Cl)Sc1nnc(C(O)c2ccccc2)n1-c1ccccc1 (stereo not given)	17%	21%	i	0%	-9%
Cc1cccc(N(C(=O)Cc2cccs2)C(C(=O)NC2CCCC2)c2ccsc2)c1 (stereo not given)	-11%	x	0.2%	x	x
CCOC(=O)c1cc(C(=O)c2cc(F)ccc2O)coc1=N	-1%	11%	0.5%	-4%	-2%
O[C@@H](c1cc(C(F)(F)F)nc2c(C(F)(F)F)cccc12)[C@H]1CCCCN1	2%	u	i	18µM*	40µM*
CCN(CC(=O)Nc1ccc2c(c1)OCCO2)c1ccc(S(=O)(=O)N2CCOCC2)cn1	7%	9%	3.5%	-2%	14%
Cn1c(-c2ccc(C(F)(F)F)cc2)cc2onc(-c3ccccc3)c2c1=O	-16%	10%	0.6%	-4%	-29%
Cn1ncc(Br)c1C(=O)NCc1cccs1	1%	x	i	x	-7%
OCC1(CCOc2ccccc2)CCN(Cc2ccncc2)CC1	0%	7%	0.2%	1%	0%
CCC(=O)NC(=S)Nc1ccc(NC(=O)c2cccc([N+](=O)[O-])c2C)cc1	5%	47%	1.5%	-13%	-4%
CN1CCN(c2ccc([N+](=O)[O-])cc2NC(=O)c2cccs2)CC1	0%	-5%	7.8%	7%	-10%
CCCCn1c(SCC(=O)Nc2nccs2)nc2ccccc2c1=O	1%	11%	i	7%	-3%
O=C(CC1NCCc2ccccc21)Nc1ccccc1 (stereo not given)	-5%	-3%	0.6%	-1%	8%
COc1ccc(NC(=O)C2(c3ccc(NC(=O)c4ccc(OC)cc4)cc3)CCCC2)cc1	8%	2%	0.6%	-9%	-5%
C/C(CC(=O)Nc1cc(Cl)ccc1Cl)=N\NC(=O)COc1cccc(C)c1	1%	8%	0.8%	5%	3%
COc1ccc(C(c2nnnn2CC2CCCO2)N2CCC(C(N)=O)CC2)cc1 (stereo not given)	7%	-2%	1.6%	-9%	13%
Cc1ccc(C(=O)Oc2coc(CSc3nnc(NC(=O)C4CC4)s3)cc2=O)cc1	-10%	-19%	2.1%	-6%	-7%
Cn1cncc1C#Cc1ccc2cc(CCO)oc(=O)c2c1	-24%	9%	0.2%	5%	x	VEEV TC-83 Vero 10K pilot screen=3.1
CS(=O)(=O)N1CCCC(C(=O)c2cccc(Cl)c2)C1 (stereo not given)	6%	14%	0.2%	-1%	9%
CN1C(=O)c2ccccc2N(C)C1c1ccc(F)cc1 (stereo not given)	-8%	5%	0.3%	1%	-5%
CC(C)(Oc1ccc(Cl)cc1)C(=O)NCc1ccncc1	-6%	9%	0.5%	-10%	x
C=C(C)c1cccc(C(C)(C)NC(=O)Nc2nncs2)c1	5%	26%	i	-2%	6%
CC(OC(=O)CNC(=O)C1CCCCC1)C(=O)NCc1ccccc1 (stereo not given)	-30%	3%	2.5%	-8%	x
COc1ccc(CN(C2CCCC2)S(=O)(=O)c2ccc(-n3cnnn3)c(OC)c2)cc1OC	5%	17%	i	-2%	-7%
CC(=O)Nc1ccc(C=NNc2ccc([N+](=O)[O-])cc2S(=O)(=O)Nc2ccccc2C(=O)O)cc1	-1%	8%	3.1%	-7%	x
O=C(CCC(=O)N1CCOc2ccccc21)N1CCOCC1	24%	5%	0.1%	-5%	3%	VEEV TC-83 Vero 10K pilot screen=0.7
Cc1cc(NC(=O)C(C)SCC(=O)OC(C)C(=O)Nc2ccc(F)cc2Cl)no1 (stereo not given)	-5%	1%	1.6%	2%	2%
CCCC(C)C(=O)Nc1nc(C)c(-c2csc(Nc3ccccc3OC)n2)s1 (stereo not given)	6%	24%	6.8%	2%	8%
CN(Cc1ccccc1)S(=O)(=O)c1ccc2c(c1)n(C)c(=O)c(=O)n2C	12%	14%	0.5%	5%	-4%

4 entries drawn at random from those above, as already listed:
SMILES	influenza NS1A	M. tuberculosis	VEEV TC-83 Vero	M. tuberculosis HTS	PhoP GFP inhibition	others
CCOC(=O)c1cc(C(=O)c2cc(F)ccc2O)coc1=N	-1%	11%	0.5%	-4%	-2%
Cn1ncc(Br)c1C(=O)NCc1cccs1	1%	x	i	x	-7%
COc1ccc(CN(C2CCCC2)S(=O)(=O)c2ccc(-n3cnnn3)c(OC)c2)cc1OC	5%	17%	i	-2%	-7%
CN1CCN(c2ccc([N+](=O)[O-])cc2NC(=O)c2cccs2)CC1	0%	-5%	7.8%	7%	-10%

Next entries:
SMILES	influenza NS1A	M. tuberculosis	VEEV TC-83 Vero	M. tuberculosis HTS	PhoP GFP inhibition	others
COc1ccc(C2=NN(C(=O)CSc3nc4ccccc4s3)C(c3ccc(F)cc3)C2)cc1 (stereo not given)	-4%	2%	6.4%	12%	-2%
CSCC[C@H](NC(=O)c1ccc2c(c1)OCO2)c1nnc2ccccn12	11%	-8%	1.2%	9%	-27%
CCOC(=O)C1(CCc2ccccc2)CCN(C(C)CSC)CC1 (stereo not given)	-3%	11%	0.4%	0%	7%
COc1cccc(/C=N/NC(=O)c2cccc(N3CCCC3=O)c2)c1	5%	-3%	1.5%	-1%	9%
